Pf apPOL inh: Pf-apPOL DNA polymerase inhibition; Recombinant Pf-apPOL, molecular beacon fluorescence, 1.5 h; inhibition, % at 10 µM; 210,000 tested, 0.25% active; AID 1794808
mHTT-CaM PPI inh: mHTT-calmodulin interaction abrogation. inhibition, % at 15 µM. 190,000 tested, 3.6% active. AlphaScreen His-mHTT/GST-CaM binding, luminescence;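 further: 0% = both proteins with DMSO and 100% = one protein alone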
Target sequence (P42858 whole entry, looked up, stated change not applied): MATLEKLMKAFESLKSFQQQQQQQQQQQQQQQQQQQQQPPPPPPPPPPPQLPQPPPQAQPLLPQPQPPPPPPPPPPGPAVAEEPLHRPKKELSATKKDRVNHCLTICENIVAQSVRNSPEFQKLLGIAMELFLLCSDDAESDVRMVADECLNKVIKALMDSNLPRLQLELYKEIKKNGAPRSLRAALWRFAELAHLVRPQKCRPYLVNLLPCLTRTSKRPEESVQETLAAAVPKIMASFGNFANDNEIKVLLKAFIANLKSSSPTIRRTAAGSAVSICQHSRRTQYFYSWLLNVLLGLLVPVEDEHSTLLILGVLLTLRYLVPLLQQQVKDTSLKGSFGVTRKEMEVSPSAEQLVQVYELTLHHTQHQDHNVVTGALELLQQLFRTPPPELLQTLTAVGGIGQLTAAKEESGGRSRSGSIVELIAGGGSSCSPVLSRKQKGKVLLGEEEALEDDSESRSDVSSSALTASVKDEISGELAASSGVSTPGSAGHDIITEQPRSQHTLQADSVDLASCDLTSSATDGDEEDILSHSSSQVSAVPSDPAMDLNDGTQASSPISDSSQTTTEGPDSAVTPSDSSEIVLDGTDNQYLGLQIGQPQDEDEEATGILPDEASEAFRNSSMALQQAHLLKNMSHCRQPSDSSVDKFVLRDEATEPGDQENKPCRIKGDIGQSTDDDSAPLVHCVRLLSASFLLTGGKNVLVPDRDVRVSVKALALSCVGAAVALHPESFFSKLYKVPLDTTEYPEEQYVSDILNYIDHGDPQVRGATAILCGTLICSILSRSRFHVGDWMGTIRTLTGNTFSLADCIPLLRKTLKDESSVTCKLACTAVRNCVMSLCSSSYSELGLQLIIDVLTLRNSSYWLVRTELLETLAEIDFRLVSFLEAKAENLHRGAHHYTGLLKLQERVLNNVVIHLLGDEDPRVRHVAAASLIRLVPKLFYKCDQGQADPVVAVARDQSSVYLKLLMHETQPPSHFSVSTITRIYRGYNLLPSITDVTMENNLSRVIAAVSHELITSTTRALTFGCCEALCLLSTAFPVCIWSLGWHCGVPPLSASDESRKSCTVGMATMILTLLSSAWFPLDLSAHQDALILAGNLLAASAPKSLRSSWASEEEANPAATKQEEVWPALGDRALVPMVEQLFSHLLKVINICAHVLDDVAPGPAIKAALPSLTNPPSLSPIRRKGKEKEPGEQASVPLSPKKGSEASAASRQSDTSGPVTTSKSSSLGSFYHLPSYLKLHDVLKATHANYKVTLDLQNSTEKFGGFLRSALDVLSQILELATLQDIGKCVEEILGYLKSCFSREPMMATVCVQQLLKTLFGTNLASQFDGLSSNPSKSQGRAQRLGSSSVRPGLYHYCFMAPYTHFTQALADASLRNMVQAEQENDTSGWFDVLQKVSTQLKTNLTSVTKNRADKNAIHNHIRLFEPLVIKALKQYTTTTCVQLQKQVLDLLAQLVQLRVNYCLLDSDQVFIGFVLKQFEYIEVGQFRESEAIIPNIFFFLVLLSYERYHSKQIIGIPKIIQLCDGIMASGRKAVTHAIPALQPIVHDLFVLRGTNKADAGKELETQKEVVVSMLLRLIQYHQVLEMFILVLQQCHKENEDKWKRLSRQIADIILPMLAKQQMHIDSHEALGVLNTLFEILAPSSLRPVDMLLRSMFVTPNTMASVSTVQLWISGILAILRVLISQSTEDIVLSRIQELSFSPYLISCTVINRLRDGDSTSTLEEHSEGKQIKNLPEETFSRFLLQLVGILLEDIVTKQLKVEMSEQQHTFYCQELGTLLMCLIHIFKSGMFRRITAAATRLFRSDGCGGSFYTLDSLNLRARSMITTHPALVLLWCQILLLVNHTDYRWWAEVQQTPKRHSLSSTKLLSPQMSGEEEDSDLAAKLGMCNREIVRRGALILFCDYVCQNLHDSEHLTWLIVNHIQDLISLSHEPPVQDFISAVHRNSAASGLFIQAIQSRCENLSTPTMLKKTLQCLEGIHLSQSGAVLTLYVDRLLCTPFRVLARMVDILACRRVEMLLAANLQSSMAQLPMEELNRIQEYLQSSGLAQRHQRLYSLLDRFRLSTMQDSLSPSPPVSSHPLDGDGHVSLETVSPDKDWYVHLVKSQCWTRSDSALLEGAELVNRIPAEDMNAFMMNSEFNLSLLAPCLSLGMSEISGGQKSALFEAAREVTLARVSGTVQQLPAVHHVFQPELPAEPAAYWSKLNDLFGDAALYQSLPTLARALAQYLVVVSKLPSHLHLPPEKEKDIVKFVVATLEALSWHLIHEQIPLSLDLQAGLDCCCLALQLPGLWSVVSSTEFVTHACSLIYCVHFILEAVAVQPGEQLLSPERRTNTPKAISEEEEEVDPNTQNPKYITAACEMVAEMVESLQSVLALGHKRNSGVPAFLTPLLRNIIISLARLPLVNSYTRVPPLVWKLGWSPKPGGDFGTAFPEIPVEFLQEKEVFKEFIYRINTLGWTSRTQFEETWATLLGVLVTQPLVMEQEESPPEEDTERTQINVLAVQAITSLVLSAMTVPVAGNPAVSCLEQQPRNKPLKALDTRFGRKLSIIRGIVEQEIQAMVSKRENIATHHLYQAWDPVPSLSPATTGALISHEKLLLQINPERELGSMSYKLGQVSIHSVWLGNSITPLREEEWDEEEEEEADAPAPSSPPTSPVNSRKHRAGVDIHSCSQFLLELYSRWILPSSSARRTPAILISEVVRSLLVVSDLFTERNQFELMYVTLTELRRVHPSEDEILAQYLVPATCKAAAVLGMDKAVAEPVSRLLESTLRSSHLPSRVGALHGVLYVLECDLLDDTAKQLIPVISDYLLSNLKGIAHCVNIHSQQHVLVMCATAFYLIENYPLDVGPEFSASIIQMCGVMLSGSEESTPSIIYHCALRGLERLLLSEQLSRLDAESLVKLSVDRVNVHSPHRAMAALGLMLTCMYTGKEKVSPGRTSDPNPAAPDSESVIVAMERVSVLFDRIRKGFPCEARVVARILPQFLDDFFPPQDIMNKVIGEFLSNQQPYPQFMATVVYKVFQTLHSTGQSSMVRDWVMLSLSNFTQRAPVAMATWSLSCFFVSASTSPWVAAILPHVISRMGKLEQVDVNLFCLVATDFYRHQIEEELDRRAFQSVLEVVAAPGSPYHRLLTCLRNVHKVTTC
Numbers without * were called inactive; . = no result given; & = joins results of further samples. No stated cut-off is given here; in the data, active means inhibition above about 50%; inactive means the rest. Hits appear at their usual frequency; 3.5% or so of the library scored in one or more.

SMILES	Pf apPOL inh	mHTT-CaM PPI inh
Cc1noc(-c2nn(C)c3c2CN(S(=O)(=O)c2ccccc2)CC3)n1	-2	-6
Cc1cccc(N2CCN(C(=O)C3Oc4ccccc4NC3=O)CC2)c1C (stereo not drawn)	-1	7
O=C(CSc1nc(CC(=O)NC2CC2)cc(=O)[nH]1)Nc1ccc(OC(F)(F)F)cc1	-2	-8
O=C1Nc2cc(C(=O)N3CCN(c4ccc(F)cc4)CC3)ccc2N2CCCCC12 (stereo not drawn)	-1	4
CCOC(=O)c1sc(-n2cccc2)nc1C	-6	.
CN1C2CCC1CC(NC(=O)c1ccc([N+](=O)[O-])cc1)C2 (stereo not drawn)	2&-4	.
CCC(C(=O)Nc1cccc(OC)c1)c1ccccc1 (stereo not drawn)	1	-16
Cc1nc2ccc3nc(NC(=O)c4cccc(S(C)(=O)=O)c4)sc3c2s1	5	-3
COc1ccc(C(=O)Nc2ccc(Br)c(C)c2)cc1	-2	-14
O=C(NCc1ccc(F)cc1)C1CCN(c2cnc3nccnc3c2)CC1	6	-4
CCOc1ccccc1C1C(C#N)=C(N)N(c2cccnc2)C2=C1C(=O)CC(C)(C)C2 (stereo not drawn)	2	10
COc1ccc(S(=O)(=O)Nc2ccc3c(c2)OCO3)cc1[N+](=O)[O-]	-2	14
CC(NC(=O)c1cnc2n(c1=O)CCS2)c1ccccc1 (stereo not drawn)	2	8
O=C1CC2(CCN(C(=O)Cc3cccc4ccccc34)CC2)Oc2ccccc21	4	18
O=C(NCCN1CCOCC1)Nc1cccc(Cl)c1	1	-4
O=c1c2ccccc2c(=O)n2n1CC=CC2	-2	.
Cc1ccccc1CNC(=O)c1ccc(-c2cccc(F)c2)nc1	-1	-12
COc1ccc(Cl)cc1N1C(=O)C2CCCN2C1c1ccc(SC)cc1 (stereo not drawn)	-2	32
CC(C)NC(=O)c1ccc(OCC2CCN(C(=O)CC(C)(C)C)CC2)cc1	-5	5
O=C(CCSc1cccs1)N1CCN(c2ncc(C(F)(F)F)cc2Cl)CC1	-10	.
COc1cc(CNc2ccccc2SC)ccc1O	-1	23
CCOc1ccc(NC(=O)CN2CCC3(CC2)N=C(c2cccc(Cl)c2)C(=O)N3)cc1	3	31
Cc1ccc(-c2nc3cccnc3o2)cc1NC(=O)c1cccc([N+](=O)[O-])c1C	-12	0
Cn1c(=O)c2c(SCC(=O)Nc3ccc(OC(F)(F)F)cc3)ccnc2n(C)c1=O	-3	-3
COCCNC(=O)NCC(O)Cc1ccccc1 (stereo not drawn)	-1	-7

Complete entries, looked up by structure. Screens in order: Pf apPOL inh, mHTT-CaM PPI inh
Results for O=C(CSc1nc(CC(=O)NC2CC2)cc(=O)[nH]1)Nc1ccc(OC(F)(F)F)cc1 → -2, -8
Results for CC(NC(=O)c1cnc2n(c1=O)CCS2)c1ccccc1 (stereo not drawn) → 2, 8

Going on with the list:
SMILES	Pf apPOL inh	mHTT-CaM PPI inh
CN1CCN(c2nc3c(c(=O)n(C)c(=O)n3C)n2CCSc2ncccn2)CC1	-3	-1
CCCCOc1ccc(C2C(C(=O)Nc3ccccc3OC)=C(C)Nc3nnnn32)cc1OC (stereo not drawn)	-15	1
O=c1oc2ccccc2c2c1ncn2CCN1CCOCC1	-4	2
Fc1ccc(CCc2ccc(F)cc2)cc1	-16	.
Cc1cc(Cl)ccc1OCC(=O)Nc1ccc(Br)cn1	-11&0	-6&0
Cc1sc2ncnc(Nc3cccc(C(=O)O)c3)c2c1C	-5	5
O=C(c1ccc(SCCN2CCOCC2)nc1)N1CCCC1	-1	-2
CS(=O)(=O)N(CC(=O)N1CCN(c2ccc(F)cc2)CC1)c1cccc(Br)c1	2	9
COC(=O)c1cc(OC)c(OC)cc1N1C(=O)CC(c2cc(OC)c(OC)c(OC)c2)CC1=O	1	.
COc1ccc2cc(C(=O)NC(C)=O)c(=Nc3ccccc3)oc2c1	-3	2
N#C/C(=C\Nc1ccc(F)cc1)c1nc(-c2cc3ccccc3oc2=O)cs1	4	2
O=C(O)C1CC(=O)N(c2cccc(Cl)c2Cl)C1 (stereo not drawn)	0	-4
Cc1ccc(CN2CCCn3nc(C(=O)NC4CCS(=O)(=O)C4)cc3C2=O)cc1 (stereo not drawn)	-8	-8
O=C(NCCS(=O)(=O)N1CCN(c2ncccn2)CC1)c1cc2ccccc2o1	-5	-10
COc1ccc(CCNC(=O)c2ccco2)cc1OC	-2	-2
Cn1c(CC2CCN(S(=O)(=O)c3ccc(C(F)(F)F)cc3)C2)nc2cccnc21 (stereo not drawn)	2	28
COc1cc(C2C(C#N)=C(C)NC3=C2C(=O)CC(C)(C)C3)ccc1OCCO (stereo not drawn)	-2	1
O=C(Nc1ccccc1NC(=O)C(Cl)Cl)C(Cl)Cl	-5	-2
O=[N+]([O-])c1ccc(SCc2ccco2)c2cccnc12	-6&-6	100*
COc1ccc(NC(=O)C2CCN(c3cncnc3N3CCCCC3)CC2)cc1F	36	0
O=C(NC1CCCCCCC1)C1CCCN(c2cn[nH]c(=O)c2)C1 (stereo not drawn)	-2	-3
CCCNC(=O)N1CCN(c2ccc(C)c(C)c2)C(=O)C1C (stereo not drawn)	-7	0
COc1ccc(-c2c(C)c3ccc4c(c3oc2=O)CN(CC2CCCO2)CO4)cc1 (stereo not drawn)	-52	6
Cc1nccn1S(=O)(=O)c1ccc(F)cc1	-5	-7
CCCOc1cc2oc(=O)cc(C)c2cc1Cl	-1	-8

Further compounds follow:
SMILES	Pf apPOL inh	mHTT-CaM PPI inh
Cc1cc(C)c2c(N(C)C)nc(C(=O)NC3CCCC3)nc2n1	3	7
C=CCN=C1SC(C)(C)C(=O)N1S(=O)(=O)c1ccc(C)cc1	0	-10
CCc1nc2cc(-c3noc(-c4cccc(N(C)C)c4)n3)ccc2o1	4	-19
CC(=O)N1CCCN(C2=NS(=O)(=O)C(c3ccc(F)cc3)=C2C)CC1	4	-3
CC(=O)NC12CC3CC(C1)CC(O[N+](=O)[O-])(C3)C2	-17	.
Cc1cc(N=CN(C)C)on1	0	.
COc1ccc(C2=N/C(=C\c3ccc(C)o3)C(=O)O2)cc1OC	1	3
CC1=C(C(=O)Nc2ccccc2)C(c2ccncc2)n2nc(SCc3ccccc3)nc2N1 (stereo not drawn)	-1	3
Cc1nnc(N2C(=O)c3ccccc3C2=O)s1	-5	-6
Cc1ccc(OCC(=O)Nc2cccc(C(=O)Nc3ccccc3C(=O)O)c2)cc1	-1	6
COc1ccc(-c2c(C)oc3c(CN4CCOCC4)c(O)ccc3c2=O)cc1	-8	1
CN(C)c1cccc2c1c(NC(=O)c1cc(Cl)sc1Cl)nn2C	-19	.
CS(=O)(=O)N1CCC(C(=O)Nc2ccccc2NC(=O)c2ccccc2F)CC1	-10	-18
Cc1ccccc1-n1nc2c(c1NC(=O)c1ccc(Br)o1)CSC2	-7	34
CC1(C)CC(=O)C2=C(C1)OC(N)=C(C#N)C2c1cc([N+](=O)[O-])cs1 (stereo not drawn)	-2	-3
Cc1nc(C)c(-c2ccc(=O)n(CCNC(=O)c3ccc(F)cc3F)n2)s1	-2	-7
CCCc1noc(-c2cccnc2N2CCCN(C(=O)c3cccc(Cl)c3)CC2)n1	0	-2
O=C1C(=O)N(C(c2ccccc2)c2ccccc2)c2ccccc21	0	92*
COc1ccc(-c2noc(C3CCN(CC(=O)NCc4ccco4)CC3)n2)cc1	-1	10
Cn1c(=O)c2c(ncn2CC(=O)Nc2nc(-c3ccc(Br)cc3)cs2)n(C)c1=O	8	12
CC(C)C[C@H]1COc2cccc(N3CCCC3)c2S(=O)(=O)N1C	-8	-9
ON=C1CCCc2c1nc(-c1ccccc1)n2O	3	.
COCCN1C(=O)CCC2(CCC(=O)NC2)C1=O (stereo not drawn)	.	-5
Cc1[nH]nc2c1C(c1cccc(Cl)c1)C1=C(CC(C)(C)CC1=O)N2 (stereo not drawn)	2	2
Cc1ccccc1OCC(=O)n1nnc2ccccc21	-7	-1

(continued)
SMILES	Pf apPOL inh	mHTT-CaM PPI inh
CCn1c(/C=C/c2ccccc2)nc2ccccc21	6	-13
COCC(C)(O)CNC(=O)c1ccc2nsnc2c1 (stereo not drawn)	3	-5
CN1CC(=CC=Cc2ccccc2)C(=O)C(=CC=Cc2ccccc2)C1	-6	.
C[C@@H](c1ccccc1)N1C[C@H](COCc2ccccc2)Oc2cc(N3CC[C@@H](O)C3)ccc2S1(=O)=O	-7	52*
O=S1(=O)CCC(S(=O)(=O)Nc2c(F)c(F)c(F)c(F)c2F)C1 (stereo not drawn)	3&-4	-5
COc1cccc(CN2CCCN(C)CC2)c1	-3	-2
Cc1cc(C)nc(NC(=O)c2ccc([N+](=O)[O-])c(C)c2)c1	0	4
CC(C)S(=O)(=O)c1ccc(NCCC2=CCCCC2)nn1	-8	-4
CC1CCCC(N2CC(=O)N(C3CCCCC3)C(c3ccc(F)cc3)C2=O)C1C (stereo not drawn)	-6	34
CCc1ccc(NC(=O)c2cc(S(=O)(=O)N3CC(C)CC(C)C3)ccc2F)cc1 (stereo not drawn)	-4	-7
COc1ccc(C2CC(=O)C3=C(C2)Nc2ncnn2C3c2ccccc2F)cc1 (stereo not drawn)	1	4
Cn1c(/C(C#N)=C/c2ccc(C(F)(F)F)cc2)nc2ccccc21	4	-4
O=C1CN(C(=O)c2ccc(Cl)cc2)C(c2ccc(F)cc2)c2cc(F)ccc2N1 (stereo not drawn)	-9	13
Cc1ccc(S(=O)(=O)N2CCN(c3nc4ccncc4n(C(C)C)c3=O)CC2)cc1F	-7	19
Cn1ncc2c(NNC(=O)CCC(=O)O)ncnc21	0	.
CC(C)CC(C(=O)O)N1C(=O)C2CC=C(Cl)CC2C1=O (stereo not drawn)	-1&0	-5&4
Cc1ccc(/C=C2N=C(/C=C/c3cccc(Cl)c3Cl)OC\2=O)o1	0	6
N#CCCOC1(C#CCN2CCCCC2)CCCCC1	.	-6
Clc1ccc(N=Cc2ccc(Br)o2)cc1Cl	.	33
COc1cc(C)c2c(c1)C=CC1C2CCC2(C)C(O)CCC12 (stereo not drawn)	-8&-12	.
COc1ccc(C)cc1NC(=O)c1cc(C(=O)Nc2cc(C)ccc2OC)n(C)n1	2&0	0&0
CC(C)NC(=O)c1cc2nc(N(C)C)n(-c3ccccc3)c2s1	-3	6
Cc1ccc(C(=O)N2CC(C)C(c3nc(-c4cccnc4)no3)C2)c(C)c1 (stereo not drawn)	0	12
CCCN1CCS(=O)(=O)N(Cc2cn(Cc3ccc(C)cc3)nn2)C(C(=O)OC)C1 (stereo not drawn)	-4	-11
O=C(C1CCCN(Cc2cccc(F)c2)C1)N1CCCC1 (stereo not drawn)	0	-6

A few values from the results shown:
Pf apPOL inh, COCC(C)(O)CNC(=O)c1ccc2nsnc2c1 (stereo not drawn) stands at 3
Pf apPOL inh, CC(C)S(=O)(=O)c1ccc(NCCC2=CCCCC2)nn1 stands at -8
Pf apPOL inh, C[C@@H](c1ccccc1)N1C[C@H](COCc2ccccc2)Oc2cc(N3CC[C@@H](O)C3)ccc2S1(=O)=O stands at -7
Pf apPOL inh, CN1CC(=CC=Cc2ccccc2)C(=O)C(=CC=Cc2ccccc2)C1 stands at -6

Two entries from above in another layout.
Values run as follows: Pf apPOL inh	mHTT-CaM PPI inh
- O=S1(=O)CCC(S(=O)(=O)Nc2c(F)c(F)c(F)c(F)c2F)C1 (stereo not drawn)
 : 3&-4	-5
- COc1cccc(CN2CCCN(C)CC2)c1
 : -3	-2

(continued)
SMILES	Pf apPOL inh	mHTT-CaM PPI inh
Cc1cc(C)c(S(=O)(=O)N=C2C=CC(=O)C=C2)cc1C	6	30
O=[N+]([O-])c1ccc(C2OCOCC2O)cc1 (stereo not drawn)	.	-4
N#CC1=C(N)OC2=C(C(=O)CCC2)C1c1cccs1 (stereo not drawn)	-2	-3
Cc1ccc(-n2c(SCC(=O)Nc3ccc([N+](=O)[O-])cc3)nc3c(c2=O)SCC3)cc1	1	12
COc1ccccc1NC(=O)C(=O)NC1CCCCCC1	-3	-8
O=[N+]([O-])c1ccc(C=NOCc2cc(Cl)sc2Cl)cc1	0	.
COc1cc(NC(=O)CCCn2nc([N+](=O)[O-])c(Cl)c2C)c(OC)cc1Cl	-1	1
CCC(=O)NCc1ccc(-n2cc(C)nc2CC)cc1	2	-2
CCN(CC)CCCNC(=O)CSc1nc2nc(C)c(Cc3ccccc3C)c(C)n2n1	-5	5
Cc1cc(C)n(-c2ccnc(N3CCC(C(=O)NCCc4ccccn4)CC3)n2)n1	-7	-2
CC(C)CNc1cccc2c1S(=O)(=O)N(Cc1cn(Cc3ccc(Cl)cc3)nn1)Cc1ccccc1O2	-4	-8
Cc1nc(C)c(-c2n[nH]c(=S)n2-c2ccccc2C(F)(F)F)s1	12	.
COc1ccccc1OCC(=O)Nc1ccc(S(=O)(=O)N2CCCC2)cc1	-24&-9	8&4
CNC(=O)C1CCN(c2nc3ccc(-c4ccsc4)nc3s2)CC1	3	3
Cc1nnc(-c2nnc(NCc3cccc(F)c3)c3ccccc23)o1	-20	42
COc1cc(C=O)ccc1OCCOc1c(C)cc(C)cc1Br	-12	-18

Of the compounds above, 11 have an aryl thioether with sulfur outside any ring.
SMILES	Pf apPOL inh	mHTT-CaM PPI inh
O=C(CSc1nc(CC(=O)NC2CC2)cc(=O)[nH]1)Nc1ccc(OC(F)(F)F)cc1	-2	-8
COc1ccc(Cl)cc1N1C(=O)C2CCCN2C1c1ccc(SC)cc1 (stereo not drawn)	-2	32
O=C(CCSc1cccs1)N1CCN(c2ncc(C(F)(F)F)cc2Cl)CC1	-10	.
COc1cc(CNc2ccccc2SC)ccc1O	-1	23
Cn1c(=O)c2c(SCC(=O)Nc3ccc(OC(F)(F)F)cc3)ccnc2n(C)c1=O	-3	-3
CN1CCN(c2nc3c(c(=O)n(C)c(=O)n3C)n2CCSc2ncccn2)CC1	-3	-1
O=C(c1ccc(SCCN2CCOCC2)nc1)N1CCCC1	-1	-2
O=[N+]([O-])c1ccc(SCc2ccco2)c2cccnc12	-6&-6	100*
CC1=C(C(=O)Nc2ccccc2)C(c2ccncc2)n2nc(SCc3ccccc3)nc2N1 (stereo not drawn)	-1	3
Cc1ccc(-n2c(SCC(=O)Nc3ccc([N+](=O)[O-])cc3)nc3c(c2=O)SCC3)cc1	1	12
CCN(CC)CCCNC(=O)CSc1nc2nc(C)c(Cc3ccccc3C)c(C)n2n1	-5	5
